High-throughput results (PubChem)
GDH-TPI inh: GDH-TPI coupled enzyme inhibition counter-screen; GDH-TPI coupled enzyme counterscreen, NADH absorbance; AID 588335; hit rate 1.2% among 360,000; inhibition, % at 4.8 µM; in the data active means inhibition above about 30%;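 further: 0% = DMSO wells and 100% = wells lacking the enzyme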
DUSP3 inh: blocks human VHR1 dual specificity phosphatase. AID 1654. P51452. recombinant VHR phosphatase, pNPP absorbance. hit rate 0.52% among 290,000. inhibition, % at 13.3 µM; in the data active means inhibition above about 50%; further: some compounds called inactive have numbers as strong as hits
Target sequence (P51452 whole entry, looked up): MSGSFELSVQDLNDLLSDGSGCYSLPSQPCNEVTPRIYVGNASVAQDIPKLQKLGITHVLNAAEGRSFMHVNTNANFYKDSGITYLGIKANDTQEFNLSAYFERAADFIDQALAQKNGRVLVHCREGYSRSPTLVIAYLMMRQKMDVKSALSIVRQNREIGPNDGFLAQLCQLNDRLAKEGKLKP
MazF activator: activators of E. coli MazEF toxin-antitoxin RNase; P0AE70; FAM/BHQ RNA-DNA oligo cleavage fluorescence, 5 h; activation, % at 20 µM; hit rate 0.32% among 350,000; in the data active means activation above about 50%
Target sequence (P0AE70 whole entry, looked up): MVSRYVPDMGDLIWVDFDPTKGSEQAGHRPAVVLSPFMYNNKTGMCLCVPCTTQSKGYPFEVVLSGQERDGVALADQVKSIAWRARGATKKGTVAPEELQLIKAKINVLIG
Mtb UGM inh: inhibitors of M. tuberculosis UDP-galactopyranose mutase. purified UGM, fluorescence polarization probe displacement. inhibition, % at 10 µM. hit rate 0.06% among 320,000. AID 504406; in the data active means inhibition above about 10%, passing the limit was not always enough
Target sequence (P9WIQ1 whole entry, looked up): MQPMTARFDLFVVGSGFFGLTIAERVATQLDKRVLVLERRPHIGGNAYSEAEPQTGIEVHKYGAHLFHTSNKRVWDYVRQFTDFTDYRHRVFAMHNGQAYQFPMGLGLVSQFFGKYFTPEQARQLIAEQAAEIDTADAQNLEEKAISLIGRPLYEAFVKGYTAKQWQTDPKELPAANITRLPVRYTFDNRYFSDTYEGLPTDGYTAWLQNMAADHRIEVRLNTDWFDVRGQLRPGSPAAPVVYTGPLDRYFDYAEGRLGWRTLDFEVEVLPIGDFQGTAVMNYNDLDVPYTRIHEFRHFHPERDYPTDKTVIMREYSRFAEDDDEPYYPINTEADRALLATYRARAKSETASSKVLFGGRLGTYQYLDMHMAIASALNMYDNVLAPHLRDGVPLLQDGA
Mtb BioA inh: blocks M. tuberculosis BioA enzyme activity. purified M. tuberculosis BioA enzyme, plate reader. inhibition, % at 9.99 µM. hit rate 0.096% among 360,000. AID 602481; in the data active means inhibition above about 40%
Rv3671c protease: Rv3671c (M. tuberculosis) protease inhibition; AID 2606; hit rate 0.048% among 320,000; inhibition, % at 5.96 µM; in the data active means inhibition above about 38%;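 further: extracellular domain of Rv3671c used as enzyme; 0% = enzyme with DMSO and 100% = no enzyme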
Vc quorum ag: quorum light induction in luxS cqsA deficient V. cholerae | hit rate 0.16% among 350,000 | AID 588436 | activation, % at 18.7 µM | V. cholerae BH1578 lux reporter, luminescence, 6 h; in the data active means activation mostly above about 9.7%, no sharp cut-off; further: not every result past the cut was called active; inactives centre near 0; reference of the scale not given here
SARS 3CLpro inh: SARS-CoV 3CLpro protease inhibition. inhibition, % at 6 µM. AID 1706. recombinant SARS-CoV 3CLpro, quenched FRET peptide cleavage. P0C6X7. hit rate 0.14% among 290,000; in the data active means inhibition above about 12%
PriA SSB inh: inhibitors of Klebsiella pneumoniae PriA binding to SSB C-terminal tail; inhibition, % at 33 µM; AID 1272365; hit rate 0.6% among 430,000; AlphaScreen SSBct-PriA binding, biotinylated peptide; in the data active means inhibition mostly above about 37%, no sharp cut-off; inactive means mostly below about 20%;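 further: plate controls were negative control peptide for no effect and reference peptide for full effect; strong numbers were not always called active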
FBA Mtb inh: inhibits M. tuberculosis FBA enzyme; P9WQA3; purified M. tuberculosis FBA, fluorescence read-out; inhibition, % at 1 µM; hit rate 2.3% among 360,000; in the data active means inhibition above about 27%;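 further: 0% = vehicle and 100% = reference inhibitor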
Target sequence (P9WQA3 whole entry, looked up): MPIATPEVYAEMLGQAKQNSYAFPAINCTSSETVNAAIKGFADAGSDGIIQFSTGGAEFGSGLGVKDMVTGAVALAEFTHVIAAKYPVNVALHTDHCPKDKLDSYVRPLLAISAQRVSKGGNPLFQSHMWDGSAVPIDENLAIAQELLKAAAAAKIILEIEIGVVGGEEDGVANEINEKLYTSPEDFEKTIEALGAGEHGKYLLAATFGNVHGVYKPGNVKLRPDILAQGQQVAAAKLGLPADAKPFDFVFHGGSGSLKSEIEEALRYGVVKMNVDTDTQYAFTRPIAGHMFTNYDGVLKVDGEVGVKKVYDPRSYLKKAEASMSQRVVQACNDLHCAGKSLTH
Starred values were filed as active, the others as inactive; i = inactive; x = not tested or not shown; & = joins results of further samples. Not all compounds are listed; count on the stated rates, not on these rows.

SMILES | GDH-TPI inh | DUSP3 inh | MazF activator | Mtb UGM inh | Mtb BioA inh | Rv3671c protease | Vc quorum ag | SARS 3CLpro inh | PriA SSB inh | FBA Mtb inh
CCOc1ccccc1NS(=O)(=O)c1ccc(Br)s1 | 1 | -14 | 1 | -0.5 | -0.2 | -8 | -5.0 | -1 | -29 | 0
CCCn1c(=O)[nH]c(=O)c2c1nc(-c1cc([N+](=O)[O-])ccc1Cl)n2CCOC | -12 | 24 | 3 | -0.1 | 1.2 | -12 | i | -2 | -2 | -2
CC(C)(C)Cc1c(-c2ccc(F)cc2)nc2ccc(Br)cn12 | 4 | x | -6 | x | -2.6 | x | -0.1 | x | x | -1
O=C(OCC(=O)N1CCN(C(=O)c2ccco2)CC1)c1cccc(S(=O)(=O)N2CCc3ccccc32)c1 | 1 | 22 | 1 | -1.6 | 2.0 | 1 | -0.3 | 7 | -11 | -2
Cc1ccc(S(=O)(=O)N(CCC(=O)NCc2ccccc2F)c2ccccc2)cc1 | -5 | x | 0 | 0.9 | 0.6 | -2 | 3.1 | x | -1 | -3
CCc1nc2ccc(C(=O)Nc3cc(-c4ccccc4)ccc3OC)cn2c1N(C)C(=O)c1cccc(OC)c1 | 0 | x | x | x | -1.0 | x | -0.4 | x | x | -5
COc1ccc([N+](=O)[O-])cc1Nc1ncnc2ccccc12 | 5 | 31 | -8 | 0.0 | 0.1 | -4 | -0.4 | 2 | -13 | -1
COc1ccccc1N(CC(=O)NCc1ccccc1C)S(=O)(=O)c1ccc(C)cc1 | 2 | 7 | -1 | -0.5 | x | -5 | i | 2 | 12 | 1
O=c1nc(N2CCOCC2)nc2n1CCO2 | 13 | 5 | 0 | 0.9 | -1.2 | 1 | -1.6 | 1 | -10 | 0
CC1(Oc2cccc(Cl)c2)CCN(Cc2ccc(OC(F)(F)F)cc2)C1 (configuration not stated) | 3 | x | x | x | -0.1 | x | i | x | x | 2
O=C(COC(=O)/C=C/c1cccc(F)c1)NC1CCCC1 | 0 | x | 3 | -1.2 | -2.0 | 0 | 24 | x | 3 | 0
CC(C)(C)NS(=O)(=O)c1ccc2c(c1)oc(=O)c1cc(S(=O)(=O)NC(C)(C)C)ccc12 | 5 | -21 | 2 | 1.4 | x | 2 | -0.4 | -1 | -10 | -1
CC(=O)c1cccc(NC(=O)N2CCOCC2)c1 | -7 | 32 | 1 | 2.2 | 0.1 | x | -0.1 | 4 | -19&-5 | 1
CC(=O)NC(NC(=S)Nc1cccc(Br)c1)C(Cl)(Cl)Cl (configuration not stated) | -5 | 9 | 7 | 2.4 | 1.1 | 3 | -0.5 | 0 | 9 | 1
O=C(NC1CC(=O)c2sccc21)c1cccc(C(F)(F)F)c1 (configuration not stated) | 9 | 1 | 3 | 2.0 | -1.0 | 6 | 0.2 | 2 | 3 | 5
O=C(COC(=O)[C@@H]1CCCN1C(=O)c1cccs1)Nc1cccc([N+](=O)[O-])c1 | 2 | x | 9 | -0.1 | 0.6 | -8 | -5.6 | x | 3 | -3
NC(=O)C1=C[C@@H](c2ccccc2)C[C@@H](OCc2ccc(CO)cc2)O1 | 1 | -6 | 1 | -0.7 | -0.4 | 1 | i | -3 | -9 | 1
CCCCn1c(N)c(N(CCOC)C(=O)CSc2ccc([N+](=O)[O-])cc2)c(=O)[nH]c1=O | 14 | x | -5 | -1.0 | 6.1 | -8 | i | x | 4 | -2
Cc1ccccc1C(=O)NCC(=O)OCCCOC(=O)CNC(=O)c1ccccc1C | 9 | x | -13 | 2.1 | x | -11 | -1.8 | x | 14 | 2
O=C1CCC(C(=O)NCc2ccccc2)N1 (configuration not stated) | 4 | 32 | 8 | -0.1 | 5.6 | -3 | -0.7 | 0 | -3 | 0
CCCOc1ccc(CNC(=S)Nc2ccccc2)cc1Cl | 3 | -2 | 3 | 2.9 | -2.0 | -24 | -0.4 | -5 | -9 | 1
CC(=O)c1ccc(N(C(=O)Cn2nnc3ccccc32)C(C(=O)NC2CCCCC2)c2cn(C)nc2C)cc1 (configuration not stated) | 5 | -27 | -15 | x | x | x | i | -6 | -10 | 3
O=C(N/N=C/c1cccs1)/C(=C/c1ccccc1)NC(=O)c1ccccc1 | 42* | -8 | 2 | 3.8 | -0.7 | 12 | -0.5 | -6 | x | 0
CCOC(=O)C1CCN(C(=O)c2ccccc2NS(=O)(=O)c2ccccc2)CC1 | 1 | 23 | 6 | 2.1 | 1.6 | -2 | -0.2 | 1 | -19 | 4
CCCCCCCCOC(=O)c1c(CSC(=N)N)n(C)c2cc(Br)c(OC(C)=O)cc12 | 13 | -4 | -12 | -1.9 | -0.7 | 13 | -0.8 | 7 | 2 | 0
NS(=O)(=O)c1ccc(NS(=O)(=O)c2ccc3c(c2)OCCO3)cc1 | 15 | -12 | 3 | 0.7 | -0.3 | 0 | 10 | -1 | 13 | -3
COc1cccc(CC(=O)N2CCN(S(=O)(=O)c3ccc(Br)cc3)CC2)c1 | 4 | x | -8 | 0.3 | 0.4 | 10 | -0.6 | x | 0 | 5
O=C(COc1ccccc1[N+](=O)[O-])NNC(=O)Nc1cccc2ccccc12 | 11 | -11 | 3 | -1.8 | x | -6 | i | 2 | -3 | 8
Cc1ccc(CNc2ccc(N3CCOCC3)c(C(=O)O)c2)s1 | 3 | -6 | -2 | -1.9 | -0.3 | 4 | -0.2 | -2 | -25 | 7
Cc1cc(=O)c2c(C)ccc(C)c2[nH]1 | 6 | 26 | 17 | 0.7 | -1.7 | 0 | 0.0 | 2 | -6 | 6
N#CCC(=O)N/N=C/c1cn(Cc2cccc3ccccc23)c2ccccc12 | 2 | 16 | -55 | 0.4 | 0.4 | 7 | -0.1 | 10 | i | 1
O=C(COC(=O)c1cccc(S(=O)(=O)NCc2ccccc2)c1)c1ccc2c(c1)OCCO2 | 8 | 1 | -9 | 1.6 | x | -52 | -0.2 | 0 | -7 | -2
Cc1ccc(CN(Cc2cc3cc(C)ccc3[nH]c2=O)C(=O)N2CCOCC2)cc1 | 6 | -20 | 3 | -1.6 | -0.1 | 2 | 17* | 0 | -12 | 4
C=CCn1c(-c2c(C)nc3cc(C)ccn23)n[nH]c1=S | 5 | -2 | 5 | 5.3 | -0.1 | -6 | -0.2 | 2 | -10 | 5
Cn1nnnc1SCC(=O)Nc1ccccc1C(=O)NC1CC1 | -10 | -18 | 3 | 1.7 | x | 1 | 0.7 | -1 | 1 | 2
CCCCNS(=O)(=O)C1CCS(=O)(=O)C1 (configuration not stated) | -3 | 2 | -6 | -0.7 | -0.2 | 1 | x | -2 | -15 | 3
COc1cccc(NC(=O)CCc2nnc3ccc(N4CCC(C)CC4)nn23)c1 | 3 | 13 | 13 | 2.4 | 1.8 | -1 | 0.9 | -4 | -2 | 0
CC(C)CC(=O)Nc1cccc(-c2csc(-c3ccccc3)n2)c1 | 4 | 0 | 0 | 3.5 | x | -51 | i | 2 | -32 | -1
CC1Cc2ccccc2N1C(=O)CSc1nc(-c2ccccc2)cs1 (configuration not stated) | 12 | 28 | -5 | -1.1 | x | -9 | -0.2 | -1 | -21 | 0
CC(C)Oc1ccc(Br)cc1C(=O)N/N=C/c1c[nH]c2ccccc12 | 26 | 3 | -6 | 5.3 | -1.8 | 7 | i | 2 | x | 4

Part of the list above, reduced to Vc quorum ag, PriA SSB inh and Mtb UGM inh:
mol | Vc quorum ag | PriA SSB inh | Mtb UGM inh
N#CCC(=O)N/N=C/c1cn(Cc2cccc3ccccc23)c2ccccc12 | -0.1 | i | 0.4
O=C(COC(=O)c1cccc(S(=O)(=O)NCc2ccccc2)c1)c1ccc2c(c1)OCCO2 | -0.2 | -7 | 1.6
Cc1ccc(CN(Cc2cc3cc(C)ccc3[nH]c2=O)C(=O)N2CCOCC2)cc1 | 17* | -12 | -1.6
C=CCn1c(-c2c(C)nc3cc(C)ccn23)n[nH]c1=S | -0.2 | -10 | 5.3
Cn1nnnc1SCC(=O)Nc1ccccc1C(=O)NC1CC1 | 0.7 | 1 | 1.7

Next part:
SMILES | GDH-TPI inh | DUSP3 inh | MazF activator | Mtb UGM inh | Mtb BioA inh | Rv3671c protease | Vc quorum ag | SARS 3CLpro inh | PriA SSB inh | FBA Mtb inh
O=C(Nc1ccc(Cl)c(S(=O)(=O)N2CCCCC2)c1)C1=COCCO1 | 3 | x | 7 | 0.4 | 3.4 | 0 | i | x | -3 | 4
COc1cc(C(c2nnnn2C2CCCC2)N2CCN(C)CC2)cc(OC)c1OC (configuration not stated) | 12 | 22 | 3 | -0.5 | 7.4 | 3 | -0.4 | 1 | -6 | 2
O=C(NCCCc1ccc(F)cc1)C1CCC(=O)N(CCN2CCOCC2)C1 (configuration not stated) | -9 | 5 | 10 | 1.6 | -2.0 | 6 | -0.3 | -3 | 5 | -2
COCCN(Cc1ccccc1)C(=O)c1ccc(C(=O)c2ccccc2)cc1 | 2 | x | 5 | 1.1 | 1.1 | -5 | 8.0 | x | -17 | 0
Cc1ccc2c(CC(=O)Nc3cccc(S(=O)(=O)N4CCOCC4)c3)coc2c1 | -2 | 19 | -1 | -3.1 | 1.3 | -7 | 0.2 | 2 | -4 | 1
Cc1cc(C(O)c2ncc(-c3cccc4ccccc34)[nH]2)ccc1F (configuration not stated) | 3 | x | x | x | -0.8 | x | -0.5 | x | x | 40*
N#C/C(=C/c1ccc(N2CCOCC2)o1)C(=O)N1CCOCC1 | -2 | 4 | -69 | -5.1 | x | -7 | i | 3 | -4 | -38
CCOC(=O)C1(CC2CCCCO2)CCN(C2CCSCC2)CC1 (configuration not stated) | 1 | 26 | 3 | -2.8 | -1.2 | 9 | 0.1 | 3 | -6 | 0
Cc1ccc(CNC(=O)CCCn2nc(C)n3ccnc3c2=O)cc1 | 0 | -26 | 5 | -0.8 | -2.2 | 5 | i | -6 | 0 | -3
O=C(CCN1C(=O)C2CCCCC2C1=O)Nc1nc2ccc(F)cc2s1 (configuration not stated) | 7 | x | 0 | -1.0 | -0.8 | -14 | i | x | -10 | 1
CCOC(=O)c1cc2c(ccn2-c2ccc(F)cc2)n1CC(=O)NC(C)(C)C | x | 8 | x | -2.4 | x | 3 | x | -1 | x | x
Cc1ccc(NC(=S)NC(=O)c2cccs2)cc1F | -5 | x | -1 | -2.2 | -1.0 | 7 | -0.8 | x | 0 | -1
O=C(Nc1ccccc1Oc1ccccc1)c1cnccn1 | 7 | 3 | -4 | -4.0 | -0.4 | -6 | -0.6 | -4 | -5 | -2
O=C(NC(=S)NC(c1ccccc1)c1ccncc1)c1ccccc1 (configuration not stated) | 3 | 5 | -3 | 0.4 | 0.8 | 0 | -0.3 | -1 | -11 | 2

Single records, as listed above.
Results for COc1cc(C(c2nnnn2C2CCCC2)N2CCN(C)CC2)cc(OC)c1OC (configuration not stated) : GDH-TPI inh: 12; DUSP3 inh: 22; MazF activator: 3; Mtb UGM inh: -0.5; Mtb BioA inh: 7.4; Rv3671c protease: 3; Vc quorum ag: -0.4; SARS 3CLpro inh: 1; PriA SSB inh: -6; FBA Mtb inh: 2
Results for CCOC(=O)C1(CC2CCCCO2)CCN(C2CCSCC2)CC1 (configuration not stated) : GDH-TPI inh: 1; DUSP3 inh: 26; MazF activator: 3; Mtb UGM inh: -2.8; Mtb BioA inh: -1.2; Rv3671c protease: 9; Vc quorum ag: 0.1; SARS 3CLpro inh: 3; PriA SSB inh: -6; FBA Mtb inh: 0

Arranged by length of the SMILES (low to high): part of the list above.
SMILES | GDH-TPI inh | DUSP3 inh | MazF activator | Mtb UGM inh | Mtb BioA inh | Rv3671c protease | Vc quorum ag | SARS 3CLpro inh | PriA SSB inh | FBA Mtb inh
Cc1ccc(CNC(=O)CCCn2nc(C)n3ccnc3c2=O)cc1 | 0 | -26 | 5 | -0.8 | -2.2 | 5 | i | -6 | 0 | -3
O=C(NCCCc1ccc(F)cc1)C1CCC(=O)N(CCN2CCOCC2)C1 (configuration not stated) | -9 | 5 | 10 | 1.6 | -2.0 | 6 | -0.3 | -3 | 5 | -2
O=C(Nc1ccc(Cl)c(S(=O)(=O)N2CCCCC2)c1)C1=COCCO1 | 3 | x | 7 | 0.4 | 3.4 | 0 | i | x | -3 | 4
